Screening data from PubChem BioAssay.
RNase H inhibition: RNase H inhibition, HIV 1 Gag Pol polyprotein, FRET biochemical assay, screening (AID 372); HIV-1 RT RNase H, FRET RNA/DNA substrate fluorescence; higher % means a stronger effect; hit rate 0.77% among 100,000; one-dose inhibition, % at 10 µM; IC50 in µM for titrated hits; in the data active means inhibition above about 50%
Numbers without * were called inactive.

SMILES	RNase H inhibition
CC(C)c1ccc(/C=C/C(=O)NNC(=O)[C@H]2C[C@H]2c2ccccc2)cc1	8.0%
CC1(C)CC(=O)C(C=NCC2CCN(C(=O)Nc3ccc(Cl)c(Cl)c3)CC2)=C(O)C1	8.0%
COc1ccc(CC(=O)N2CCN(C(=O)Cc3ccc(OC)cc3)CC2)cc1	0.0%
COc1ccc(CCN2C(=O)CC(N3CCN(Cc4ccc5c(c4)OCO5)CC3)C2=O)cc1OC (centres undefined)	12.0%
COc1ccc(Br)cc1C=C1C(=O)N(C)C(=S)N(C)C1=O	4.0%
CCOC(=O)C1=C(C)N=c2s/c(=C/c3ccccc3OC)c(=O)n2C1c1ccccc1OC (centres undefined)	5.0%
CC1C(=O)NN=C1C(=O)N/N=C/c1cccnc1 (centres undefined)	29.0%
Cc1cc(C)cc(OCCOc2ccccc2/C=C2\SC(N)=NC2=O)c1	30.0%
CCOc1ccccc1OCCCCOc1ccc([N+](=O)[O-])cc1	32.0%
CCOc1cc([N+](=O)[O-])cc(/C=N/NC(=O)c2ccccn2)c1O	0.0%
COc1c([N+](=O)[O-])c(=O)oc2ccccc12	9.0%
Cc1ccc2[nH]c3nc(N/N=C/c4ccc(-c5ccc(Cl)cc5)o4)nnc3c2c1	45.0%
COc1ccc(OC)c(NC(=O)CN(c2ccccc2OC)S(=O)(=O)c2ccccc2)c1	13.0%
O=[N+]([O-])c1ccc(/C=N/Nc2nc3ccccc3s2)cc1	5.0%
COc1cc2c(cc1OC)C1(CCCC1)CNC2c1cccc([N+](=O)[O-])c1 (centres undefined)	7.0%
CCOc1ccc(NC(=O)CCC(=O)OCC(=O)c2ccc(C)c([N+](=O)[O-])c2)cc1	8.0%
CCOC(=O)COc1ccc(/C=C2\C(=O)NC(=O)N(c3ccc(C(C)(C)C)cc3)C2=O)cc1OC	0.0%
COC(=O)c1ccccc1Nc1ccn2c(=O)c3ccccc3nc2n1	5.0%
Cc1c(Cl)cccc1NC(=O)CN(c1cc(Cl)cc(Cl)c1)S(C)(=O)=O	11.0%
Oc1ccc(Cl)cc1/C=N/c1ncn[nH]1	1.0%
Cc1ccc2nc(SCc3cccc([N+](=O)[O-])c3)nc(C)c2c1	11.0%
O=S(=O)(Nc1ccccn1)c1ccc(-c2ccccc2)cc1	3.0%
O=C(O)CN=CC1=C(O)CC(c2ccccc2)CC1=O (centres undefined)	14.0%
CC1(C)CC(=O)c2sc(NC(=O)c3ccc(C(=O)c4ccccc4)cc3)nc2C1	0.0%
Cc1cccc(N2C(=O)C(=O)/C(=C(\O)c3ccccc3)C2c2cccc([N+](=O)[O-])c2)c1 (centres undefined)	13.0%
Cc1cc(C)cc(NC(=O)c2ccc([N+](=O)[O-])c(C)c2)c1	5.0%
Cc1cccc(C(=O)NC(NC(=O)c2cccc(C)c2)c2cccc([N+](=O)[O-])c2)c1	2.0%
Cc1ccc([N+](=O)[O-])cc1NC(=O)c1ccco1	0.0%
O=C1NN(c2ccc(Br)cc2)C(=O)/C1=C\c1ccc(O)cc1O	18.0%
Cc1ccc(NC(=O)C(=O)NCc2ccco2)c(C)c1	6.0%
O=S(=O)(c1ccc(F)cc1)N1CCN(c2ccccc2)CC1	3.0%
CN(C)c1ccc(N2C(=O)C=CC2=O)cc1	0.0%
O=[N+]([O-])c1ccc(C2C3CC=CC3c3cc(I)cc4c3N2CC2CC=CC42)cc1 (centres undefined)	27.0%
COc1ccc(CN2CCN(Cc3ccc(C(F)(F)F)cc3)CC2)c(OC)c1OC	13.0%
O=Cc1ccc(/C=C2/SC(=S)N(CC(=O)O)C2=O)cc1	11.0%
O=C1CC(N2CCN(c3ccccn3)CC2)C(=O)N1c1cccc(Cl)c1 (centres undefined)	6.0%
COc1ccc(NC(=O)CSc2ccccn2)c([N+](=O)[O-])c1	12.0%
Cc1cc(C=C2C(=O)N(C)C(=S)N(C)C2=O)c(C)n1-c1cccc(F)c1	16.0%
Cc1ccc(C(=O)Nc2cccc(C(=O)O)c2)cc1S(=O)(=O)N1CCCCC1	15.0%
O=C(Nc1ccc(Cl)c(-c2nc3ncccc3o2)c1)c1ccc(Cl)cc1Cl	6.0%
Cc1occc1C(=O)Nc1ccc(I)cc1C(=O)O	21.0%
Cc1cccc(-n2c(C)cc(C=C3C(=O)c4ccccc4C3=O)c2C)c1	15.0%
COC(=O)/C=C\C(=O)Nc1ccc(Br)c(C)c1	0.0%
c1ccc(Oc2cccc(CSc3nnc4c(n3)[nH]c3ccccc34)c2)cc1	6.0%
CCC1(c2ccccc2)NC(=S)N(c2ccc(Cl)cc2)N1 (centres undefined)	15.0%
CCOc1cccc(N2C(=O)NC(=O)/C(=C\c3ccc(Oc4ccc([N+](=O)[O-])cn4)cc3)C2=O)c1	11.0%
O=C(Nc1ccc(Cc2ccc(NC(=O)c3cccc([N+](=O)[O-])c3)c(C(=O)O)c2)cc1C(=O)O)c1cccc([N+](=O)[O-])c1	4.0%
COc1ccc(C(=O)Nc2ccc3oc(-c4cc(I)ccc4Cl)nc3c2)cc1Br	28.0%

As a working copy, some entries already given:
SMILES	RNase H inhibition
COc1ccc(CN2CCN(Cc3ccc(C(F)(F)F)cc3)CC2)c(OC)c1OC	13.0%
O=Cc1ccc(/C=C2/SC(=S)N(CC(=O)O)C2=O)cc1	11.0%
O=C1CC(N2CCN(c3ccccn3)CC2)C(=O)N1c1cccc(Cl)c1 (centres undefined)	6.0%
COc1ccc(NC(=O)CSc2ccccn2)c([N+](=O)[O-])c1	12.0%
Cc1cc(C=C2C(=O)N(C)C(=S)N(C)C2=O)c(C)n1-c1cccc(F)c1	16.0%
Cc1ccc(C(=O)Nc2cccc(C(=O)O)c2)cc1S(=O)(=O)N1CCCCC1	15.0%
O=C(Nc1ccc(Cl)c(-c2nc3ncccc3o2)c1)c1ccc(Cl)cc1Cl	6.0%
Cc1occc1C(=O)Nc1ccc(I)cc1C(=O)O	21.0%
Cc1cccc(-n2c(C)cc(C=C3C(=O)c4ccccc4C3=O)c2C)c1	15.0%
COC(=O)/C=C\C(=O)Nc1ccc(Br)c(C)c1	0.0%
c1ccc(Oc2cccc(CSc3nnc4c(n3)[nH]c3ccccc34)c2)cc1	6.0%
CCC1(c2ccccc2)NC(=S)N(c2ccc(Cl)cc2)N1 (centres undefined)	15.0%
CCOc1cccc(N2C(=O)NC(=O)/C(=C\c3ccc(Oc4ccc([N+](=O)[O-])cn4)cc3)C2=O)c1	11.0%
O=C(Nc1ccc(Cc2ccc(NC(=O)c3cccc([N+](=O)[O-])c3)c(C(=O)O)c2)cc1C(=O)O)c1cccc([N+](=O)[O-])c1	4.0%
COc1ccc(C(=O)Nc2ccc3oc(-c4cc(I)ccc4Cl)nc3c2)cc1Br	28.0%

Other entries
SMILES	RNase H inhibition
O=C(c1ccncc1)N1N=C(c2cccc([N+](=O)[O-])c2)CC1(O)C(F)(F)F (centres undefined)	16.0%
CCCOc1ccc(N2C(=O)CC(N3CCN(C=O)CC3)C2=O)cc1 (centres undefined)	7.0%
COc1ccccc1/C=N/NC(=O)COc1cccc(Cl)c1	8.0%
COc1ccc(N(CC(=O)N(C)Cc2ccccc2)S(=O)(=O)c2ccccc2[N+](=O)[O-])c(OC)c1	14.0%
O=c1[nH]c(=O)n(-c2cccc(Cl)c2)c(O)c1C=NCCCn1ccnc1	4.0%
CCCOc1ccc(N2C(=O)CC(NCCc3ccc(Cl)cc3)C2=O)cc1 (centres undefined)	0.0%
COC(=O)c1cc(NS(=O)(=O)c2ccc(NCc3ccccc3)c([N+](=O)[O-])c2)cc(C(=O)OC)c1	17.0%
N#COc1ccc(C2(c3ccc(OC#N)cc3)OC(=O)c3ccccc32)cc1	14.0%
Cc1oc2ccc(O)cc2c1-c1ccccc1	0.0%
CN1CCN(C(=O)/C(=C\c2cccs2)NC(=O)c2cccs2)CC1	4.0%
CCc1ccccc1N(CC(=O)Nc1cc(C)ccc1C)S(C)(=O)=O	2.0%
CC(C)CC(C(=O)Oc1ccccc1)N1C(=O)c2cc(Cl)c(Cl)cc2C1=O (centres undefined)	15.0%
Cc1ccc(C2C(/C=c3\sc4nc5ccccc5n4c3=O)=C(c3cccs3)Oc3ccccc32)cc1 (centres undefined)	36.0%
COc1ccc(C(=O)Nc2cc3nn(-c4ccc(Cl)cc4)nc3cc2C)cc1Cl	37.0%
Cc1c(C(=O)Nc2ccc(F)c(Cl)c2)cccc1[N+](=O)[O-]	0.0%
CCC(=O)Nc1sc2c(c1C(=O)Nc1ccc(OC)cc1)CCCC2	12.0%
CCOC(=O)C1CCCN(S(=O)(=O)c2ccccc2)C1 (centres undefined)	10.0%
CCNC(=O)CNC(=O)CNS(=O)(=O)c1ccc(C)cc1	21.0%
O=[N+]([O-])c1cc(Br)cc(/C=N/Nc2nc3ccccc3[nH]2)c1O	4.0%
COc1ccc(/C=C2\NC(=O)C(C=NCc3ccccc3)=C2O)cc1	7.0%
O=C(Nc1cccc(Br)c1)c1ccc(N2C(=O)c3cccnc3C2=O)cc1	12.0%
CCc1nnc(NC(=O)C(CC)c2ccccc2)s1 (centres undefined)	6.0%
c1ccc(C2CCC(Nc3ccc4c(c3)OCO4)CC2)cc1 (centres undefined)	24.0%
Brc1ccccc1OCCCOc1cccc2cccnc12	40.0%

Quoted at random: 2 records from the list.
SMILES	RNase H inhibition
O=[N+]([O-])c1cc(Br)cc(/C=N/Nc2nc3ccccc3[nH]2)c1O	4.0%
CCNC(=O)CNC(=O)CNS(=O)(=O)c1ccc(C)cc1	21.0%

The list continues.
SMILES	RNase H inhibition
CS(=O)(=O)c1ccc2nc(NC(=O)c3cccc(Cl)c3)sc2c1	2.0%
COc1ccc(I)cc1S(=O)(=O)N1CCN(Cc2ccccc2)CC1	14.0%
Cc1onc(-c2c(Cl)cccc2Cl)c1C(=O)Nc1ccc(Cl)cc1	9.0%
COc1nc(N=C(N)N)nc2ccc(C)cc12	22.0%
CCSc1nc(-c2ccccc2)nc(C(Cl)Cl)n1	25.0%
N=C1C(c2nc3ccccc3c(=O)[nH]2)=C(O)CN1c1ccc2c(c1)OCO2	9.0%
O=C(N/N=C\c1cc([N+](=O)[O-])ccc1O)C1COc2cc3ccccc3cc2O1 (centres undefined)	0.0%
O=c1[nH]c(=O)n(-c2cccc(Br)c2)c(O)c1/C=C1\C=Nc2ccccc21	18.0%
COc1ccc(OC)c(C2=C/C(=C/c3ccc(OC)c(OC)c3)C(=O)O2)c1	0.0%
COc1cccc(/C=C2/C(=O)NC(=O)N(c3ccc(C)cc3)C2=O)c1	14.0%
COC(=O)Cn1cnc2ccccc2c1=O	0.0%
CS(=O)(=O)N1CCN(C/C=C/c2ccccc2)CC1	7.0%
CSCCC(NC(=O)C(Cc1ccccc1)NC(=O)c1ccccc1)C(=O)O (centres undefined)	6.0%
Oc1ccc(Br)cc1C=Nc1cccc(-c2nc3cc(Cl)ccc3o2)c1	5.0%
Cc1ccc(/C=N/Nc2nnc3c(n2)[nH]c2ccc(C)cc23)cc1	4.0%
CC(/C=C/C=C/c1ccccc1)=N\NC(=O)COc1ccc(Cl)cc1Cl	14.0%
COc1ccc(/C=C(/NC(=O)c2ccccc2)C(=O)N/N=C/c2cccc(O)c2)cc1OC	7.0%
COc1cc(CN2CCN(Cc3cccc(Cl)c3)CC2)c([N+](=O)[O-])cc1OC	19.0%
C#CCOc1ccc(/C=C2\C(=O)NC(=O)N(c3ccc(F)cc3)C2=O)cc1Br	15.0%
CC(=O)C1=C(C)NC(SCC(=O)c2ccc(C)cc2)=C(C#N)C1c1cccc([N+](=O)[O-])c1 (centres undefined)	38.0%
CC1=C(C(=O)OCCc2ccccc2)C(c2cccnc2)C2=C(CCCC2=O)N1 (centres undefined)	3.0%
N#Cc1cc([N+](=O)[O-])cnc1Sc1ccccc1	2.0%
CCSc1nnc(NC(=O)CCC2CCCCC2)s1	0.0%
CCc1ccc(OCC(=O)Nc2ccc(C)cc2[N+](=O)[O-])cc1	8.0%
N#C/C(=C\c1cccc(Cl)c1)c1nn(-c2ccccc2)c(N)c1C#N	18.0%
COC(=O)c1cc(-c2ccc(Cl)s2)nc2ccccc12	6.0%
COc1ccc(COC(=O)C2=C(C)NC3=C(C(=O)CCC3)C2c2coc3ccc(C)cc3c2=O)cc1 (centres undefined)	3.0%
CCOC(=O)C1(P(=O)(c2ccccc2)c2ccccc2)CC1	0.0%
CC(=O)Oc1ccc(-c2cccc(C(=O)Nc3cccc([N+](=O)[O-])c3)c2)cc1	0.0%
COC(=O)CC1=C(C(=O)OC)C(c2cccc([N+](=O)[O-])c2)C(C(=O)OC)=C(C)N1 (centres undefined)	12.0%
CCCCOc1ccc(C(=O)Nc2ccc(NC(=O)CCC)cc2)cc1	21.0%
COC(=O)C(C(c1ccccc1)c1cc2ccccc2[nH]1)[N+](=O)[O-] (centres undefined)	9.0%
CN1CCCN(Cc2ccc3ccc4cccc5ccc2c3c45)CC1	11.0%
CC1=C(C(=O)OC(C)C)C(c2cccc(Cl)c2)C2=C(CCCC2=O)N1 (centres undefined)	7.0%
CCc1sc(-c2c(C#N)c(N)nc3c2CCCCCC3)cc1[N+](=O)[O-]	16.0%
COc1ccc(C(=O)/C=C/c2ccc(/C=C/C(=O)c3ccc(OC)cc3)cc2)cc1	0.0%
COc1ccc(OC)c(/C=N/n2cnnc2-n2nc(C)cc2C)c1	10.0%
O=C(c1cccc(F)c1)N1CCN(Cc2cccc(Oc3ccccc3)c2)CC1	7.0%
O=C(Nc1ccc(O)c(-c2nc3ccccc3o2)c1)c1cccc2ccccc12	0.0%
CCC(CC)C(=O)Nc1cc(C)cc(C)c1	9.0%
C=CCNC(=O)C(=O)N/N=C/c1ccc(Cl)cc1Cl	0.0%
CC1=CC(C)C2C(=O)N(c3ccccc3)C(=O)C2C1 (centres undefined)	2.0%
CCN(Cc1ccccc1)C(=O)c1cccc([N+](=O)[O-])c1	0.0%
Cc1nc2cc(-c3ccccc3)[nH]n2c(=O)c1Cl	2.0%
COC(=O)c1cnn2c(C(F)(F)F)cc(-c3ccc4c(c3)OCO4)nc12	6.0%
O=[N+]([O-])c1cc(Cl)ccc1NCCNS(=O)(=O)c1ccc(Cl)cc1	6.0%
COCCN1C(=O)c2cccc3cccc(c23)C1=O	10.0%
CC(C)c1cc(NC(=O)N(c2ccccc2)c2ccccc2)cc(C(C)C)c1O	18.0%
CCc1ccccc1NC(=O)COc1ccc(Br)cc1	16.0%

Some of the compounds tested; the hit share may differ from the screen's.
